# High-throughput results (PubChem BioAssay)
# NPC1 promoter act = activates the NPC1 promoter; Potency, µM (highest dose often 9.22 µM), inactives show top-dose activation, actives largely listed as activators; 2.4% of 320,000 active; Huh7 NPC1 promoter luciferase reporter, 24 h;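 note: % of control where 0% means no effect; nearly all actives have a fitted effect of over 60% in size; reporter is driven by a mutant NPC1 promoter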
#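 NPC1 promoter–luciferase Huh7 cells; 24 h compound; luminescence.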
# ELG1 genotox = genotoxicity induction in ELG1-luciferase HEK293T cells | HEK293T ELG1-luciferase reporter, luminescence, 16 h | Potency, µM (top dose mostly 46 µM), without a hit: at the top dose activity change, positive = activation, actives largely listed as activators | 1.3% of 330,000 active; note: % of control where 0% means no effect; nearly all actives have a fitted effect of over 60% in size
#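 Quantitative HTS format in 1536-well plates. HEK293T ELG1-luciferase reporter cells receive test compound and are incubated 16 hr at 37 °C, 5% CO2; ONE-Glo added, 30 min room temperature, then luminescence read.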
# p53 reactivator = restores transcriptional activity of mutant p53 | H1299 p53-A138V BP100-luciferase reporter, luminescence, 24 h | Potency, µM (doses to about 92.2 µM), without a hit: at the top dose activity change, positive = activation, usual class: activators | 0.063% of 320,000 active | AID 504706; note: % of control where 0% means no effect; nearly all actives have a fitted effect of over 45% in size
#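 H1299 (p53-null), stable ts p53-A138V + BP100-Luc; 1000 cells/well, Opti-MEM/10% FBS; cpd 4 pt, 1:5; 24 h, 37 deg C, 5% CO2; detection reagent 10 min RT; luminescence.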
# BRCA1 expr up = activators of BRCA1 expression; MCF7-BRCA1-FFLuc reporter, luminescence, 48 h; response scale: scaled: vehicle 0%, 10 µM genistein 100%; Potency, µM (titrated, usually from 46.1 µM), without a hit: top-dose activation, hits mostly activators; 1.1% of 380,000 active; note: nearly all actives have a fitted effect of over 80% in size; some results filed as inactive show a strong effect at the top dose
#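 Luminescence from a BRCA1-driven firefly luciferase in MCF7 cells was read after 48 h compound exposure at 37 C. Data normalized against DMSO and a 10microM genistein activation control, then curve-fitted across the titration.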
# FLuc modulator = counter-screen for miR-21 project: firefly luciferase inhibitors or activators | P08659 | purified FLuc, Km substrates, luminescence inhibition | Potency, µM (titrated, usually from 57.5 µM), inactives show at the highest dose activity change, negative = inhibition, hits mostly inhibitors | 6.9% of 360,000 active;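 note: plate controls were vehicle for no effect and reference inhibitor for full effect; nearly all actives have a fitted effect of over 55% in size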
# Target sequence (P08659 whole entry, looked up): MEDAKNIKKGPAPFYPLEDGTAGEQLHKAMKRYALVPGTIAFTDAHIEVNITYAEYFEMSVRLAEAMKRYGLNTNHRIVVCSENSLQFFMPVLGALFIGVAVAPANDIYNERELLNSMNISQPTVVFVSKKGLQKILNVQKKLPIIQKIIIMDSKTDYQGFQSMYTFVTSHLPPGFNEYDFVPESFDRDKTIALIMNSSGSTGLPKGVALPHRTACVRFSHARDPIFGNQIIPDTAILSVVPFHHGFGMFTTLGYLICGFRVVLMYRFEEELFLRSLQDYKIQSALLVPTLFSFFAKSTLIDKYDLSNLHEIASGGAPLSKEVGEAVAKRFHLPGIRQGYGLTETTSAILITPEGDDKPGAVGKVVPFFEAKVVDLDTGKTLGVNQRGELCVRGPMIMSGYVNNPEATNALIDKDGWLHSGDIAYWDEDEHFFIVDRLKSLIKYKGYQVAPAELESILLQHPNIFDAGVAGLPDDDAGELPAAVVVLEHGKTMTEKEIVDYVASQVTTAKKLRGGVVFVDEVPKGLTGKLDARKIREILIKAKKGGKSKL
#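 Biochemical qHTS of compounds, final roughly 60 µM downward over six points, against 10 nM purified firefly luciferase using Km concentrations of substrates (10 uM D-luciferin, 10 uM ATP) in Tris acetate pH 7.5 buffer; luminescence output.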
# MLL CXXC-DNA inh = blocks binding of human MLL CXXC domain to DNA; 0.037% of 290,000 active; Potency, µM (series often up to 115 µM), without a hit: at the highest dose activity change, negative = inhibition, most hits filed as inhibitors; AID 2662; MLL-CXXC / FITC-HOXA9 DNA fluorescence polarization; Q03164; active = well fitted inhibition curve with a large enough effect in the polarisation, with a control signal flat, not every such curve was filed as active; inconclusive = small, poorly fitted or top-dose-only effect, or effect the other way, or a change in a side signal; inactive = no such curve, though single readings can be large or run the other way; the % refers to the polarisation
#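 Steps: dispense CXXC domain solution (7 uM) → pin compounds or unlabeled HOX-A9 DNA control → 5 min ambient → add FLSN-HOX-A9 solution (50 nM) → spin → 30 min ambient → fluorescence polarization. Tris pH 7.5/NaCl/DTT/BSA buffer.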
# RORg inh = ROR gamma (mouse) transcription inhibition | P51450 | Drosophila S2 Gal4-RORgamma UAS-luciferase reporter, 20 h | Potency, µM (top dose mostly 53.6 µM), inactives show at the highest dose activity change, negative = inhibition, actives largely listed as inhibitors | 5.4% of 310,000 active; note: % is set by controls: 0 for no effect and ±100 for the full control effect; nearly all actives have a fitted effect of over 60% in size
# Target sequence (P51450 whole entry, looked up, the tested form may be a part): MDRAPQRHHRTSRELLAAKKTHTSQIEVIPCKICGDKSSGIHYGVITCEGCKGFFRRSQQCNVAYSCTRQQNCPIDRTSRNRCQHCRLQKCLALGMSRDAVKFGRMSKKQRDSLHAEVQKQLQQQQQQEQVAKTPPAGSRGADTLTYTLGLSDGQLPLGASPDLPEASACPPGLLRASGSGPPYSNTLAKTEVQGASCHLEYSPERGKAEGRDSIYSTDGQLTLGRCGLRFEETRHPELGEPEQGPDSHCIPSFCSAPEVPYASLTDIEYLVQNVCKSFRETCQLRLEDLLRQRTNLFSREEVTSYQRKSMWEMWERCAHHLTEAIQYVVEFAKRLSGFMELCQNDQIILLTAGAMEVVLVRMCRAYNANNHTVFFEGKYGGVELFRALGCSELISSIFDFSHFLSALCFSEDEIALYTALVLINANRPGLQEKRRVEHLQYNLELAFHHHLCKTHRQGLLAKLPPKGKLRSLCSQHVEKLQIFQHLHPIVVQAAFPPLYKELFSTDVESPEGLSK
#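 Stable Schneider cell line, Gal4 DNA-binding domain fused to ROR gamma, UAS-luciferase. Cmpd 1 hr RT → CuSO4 700 uM final → 20 hr RT → luciferase reagent 10 min → luminescence.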
# Gal4-VP16 FLuc = inhibits Gal4-VP16 luciferase reporter, ROR gamma counter-screen | Drosophila S2 Gal4-VP16 UAS-luciferase, luminescence, 20 h | Potency, µM (top dose mostly 53.6 µM), for inactives: at the highest dose activity, negative = inhibition, most hits filed as inhibitors | 3.5% of 310,000 active;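 note: Gal4-VP16 expression switched on by copper sulfate through the metallothionein promoter; % is set by controls: 0 for no effect and ±100 for the full control effect; nearly all actives have a fitted effect of over 50% in size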
# Rab9 prom act = Rab9 promoter activation; Huh7 Rab9 promoter-luciferase reporter, luminescence, 24 h; Potency, µM (doses to about 9.22 µM), for the others: top-dose activation, negative = inhibition, usual class: activators; 2.8% of 320,000 active; AID 485297; note: % of control where 0% means no effect; nearly all actives have a fitted effect of over 60% in size
#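 Huh7 reporter line, Rab9 promoter upstream of luciferase. Compound exposure 24 h at 37 °C in reduced-serum medium with 10% FBS. Read-out: luminescence.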
# uPA surface inh = cell surface uPA generation inhibition; cell surface uPA generation assay, qHTS; Potency, µM (highest dose often 38.3 µM), for inactives: at the highest dose activity change, negative = inhibition, actives largely listed as inhibitors; 0.31% of 330,000 active; AID 540303; active = well fitted inhibition curve with a large enough effect; inconclusive = small, poorly fitted or top-dose-only effect; inactive = no such curve, though single readings can be large or run the other way; tested in mouse RAW 264.7 cells; note: % is set by controls: 0 for no effect and ±100 for the full control effect; nearly all actives have a fitted effect of over 55% in size
# MBNL1 CUG block = blocks human MBNL1 binding to CUG repeat RNA. TR-FRET MBNL1-His/biotin-(CUG)12 binding, 665/545 ratio. Potency, µM (titrated, usually from 57.5 µM), without a hit: at the highest dose activity change, negative = inhibition, hits mostly inhibitors. 0.036% of 280,000 active. AID 2675; active = well fitted inhibition curve with a large enough effect in the signal ratio, with a control signal flat, not every such curve was filed as active; inconclusive = small, poorly fitted or top-dose-only effect, or effect the other way, or a change in a side signal; inactive = no such curve, though single readings can be large or run the other way; the % refers to the signal ratio; note: % is set by controls: 0 for no effect and ±100 for the full control effect
#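 TR-FRET between His-tagged MBNL1 and biotin-(CUG)12 RNA, detected with Tb anti-His antibody (0.055 ng/ul) and streptavidin-XL665 (5 nM), 60 min at room temperature. Compounds titrated 92 nM to 58 uM; 665/545 nm ratio normalized to buffer and complex controls.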
# * = called active by the depositor; ? = inconclusive; · = no result given; & = joins results of further samples; [ ] = dose if it differs, or a comment. Unless noted, calls come from the whole dose curve; as a rule, active = well fitted curve in the direction sought with a large enough effect; inconclusive = small, poorly fitted or top-dose-only effect, or another doubt; inactive = no such curve, though single readings can be large; an effect the other way counts as inactive or inconclusive. Potency is the fitted concentration of half-maximal effect. This is a subset; rates above refer to the full screens.
SMILES,NPC1 promoter act,ELG1 genotox,p53 reactivator,BRCA1 expr up,FLuc modulator,MLL CXXC-DNA inh,RORg inh,Gal4-VP16 FLuc,Rab9 prom act,uPA surface inh,MBNL1 CUG block
CC(C)(C)NC(=O)/C=N/O,0%,2%,6%,2%,8%,3%,0%,-1%,-11%,-2%,-2%
CN1CCN(S(=O)(=O)c2cccc(C(=O)Nc3sc4c(c3C(N)=O)CCCC4)c2)CC1,-4%,-1%,4%,-54%,?,-3%,4%,1%,-2%,-4%,-11%
CC(=O)c1ccc(N(CC(=O)NC2CCS(=O)(=O)C2)S(=O)(=O)c2ccc(Cl)cc2)cc1 (configuration not stated),2%,0%,4%,4%,-3%,·,·,·,-4%,6%,·
CC(C)(C)n1nnnc1CN1CCN(C(c2ccccc2)c2ccccc2)CC1,-12%,-27%,16%,-42%,5%,-1%,8%,?,-6%,3%,?
O=C(NNC(=O)c1cc2ccccc2oc1=O)c1ccccc1,?,?,·,?,-29%,2%,-18%,-14%,?,1%,?
COc1ccc2nc(NC(=O)c3ccc(-n4nc(C)cc4C)cc3)sc2c1,-2%,11%,-4%,10%,0%,-26%,-1%,-2%,7%,6%,-4%
COc1ccc(NC(=O)NN2CCN(C)CC2)cc1OC,1%,1%,?,-10%,?,-4%,7%,-6%,30%,13%,22%
COc1ccc(-n2nc(N)c(C(N)=O)n2)cc1,11%,13%,2%,?,?,2%,15%,6%,23%,-2%,7%
CCOC(=O)C(=Cc1ccc(-n2ccnc2)cc1)C(=O)OCC,-10%,-16%,-12%,-90%,1%,7%,?,?,-7%,-17%,0%
O=C1NC(=S)N/C1=C/c1ccc2ccccc2c1,14%,7%,?,3%,-18%,28%,-18%,0%,29%,2%,-5%
Cc1nn2c(-c3ccc(F)cc3)ccnc2c1Br,-7%,1%,-4%,-19%,0%,-2%,13%,-10%,-5%,-5%,13%
CCOCCCN(C(=O)c1snc(C(N)=O)c1N)C(C(=O)NC(C)(C)C)c1ccc(Cl)cc1 (configuration not stated),-5%,-3%,·,-31%,0%,-4%,20%,7%,0%,-4%,12%
COc1ccc(N(CC(=O)NC2CCCCC2)C(=O)CNC(=O)c2cccs2)cc1,3%,3%,1%,-24%,4%,21%,-7%,3%,-4%,-4%,-4%
CC1CCc2c(sc3nc4n(c(=O)c23)CCS4)C1 (configuration not stated),19%,?,13%,?,21µM*,0%,?,6%,?,-2%,3%
Cc1cccc2sc(N3CCN(C(=O)c4cccs4)CC3)nc12,-3%,-2%,-7%,-9%,-3%,·,·,·,-4%,-2%,·
CC(C)CNS(=O)(=O)c1ccc(S(=O)(=O)N2CCN(CCC#N)CC2)cc1,-2%,0%,3%,11%,-1%,13%,-38%,-16%,-4%,16%,-5%
CCOc1ccccc1C(=O)NCC(=O)OCc1csc(CC(=O)Nc2ccc(C)cc2)n1,2%,1%,?,33%,?,·,·,·,26%,-19%,·
CN(C)C(=O)c1ccc(=O)n(Cc2ccc(Cl)cc2Cl)c1,-3%,1%,-4%,-20%,1%,-2%,25%,1%,-9%,-8%,-9%
CSc1nc(C)cc(OCC(=O)N/N=C/c2ccccc2O)n1,-19%,16%,?,-89%[inhibitor],3%,9%,0.89µM*,0.71µM*,-20%,-16%,-4%
CC1=CC(C)(C)Nc2ccccc21,-3%&-1%,0%&-4%,-7%&-4%,11%&-51%,8%&5%,3%,?,?,-1%&2%,9%&3%,17%

# RORg inh, hit marks shown above.
molecule,NPC1 promoter act,p53 reactivator,MLL CXXC-DNA inh,RORg inh,Rab9 prom act,uPA surface inh
CSc1nc(C)cc(OCC(=O)N/N=C/c2ccccc2O)n1,-19%,?,9%,0.89µM*,-20%,-16%

# The listing picks up with the two entries that preceded the break.
SMILES,NPC1 promoter act,ELG1 genotox,p53 reactivator,BRCA1 expr up,FLuc modulator,MLL CXXC-DNA inh,RORg inh,Gal4-VP16 FLuc,Rab9 prom act,uPA surface inh,MBNL1 CUG block
CSc1nc(C)cc(OCC(=O)N/N=C/c2ccccc2O)n1,-19%,16%,?,-89%[inhibitor],3%,9%,0.89µM*,0.71µM*,-20%,-16%,-4%
CC1=CC(C)(C)Nc2ccccc21,-3%&-1%,0%&-4%,-7%&-4%,11%&-51%,8%&5%,3%,?,?,-1%&2%,9%&3%,17%
COc1ccc(-c2noc(CNC(=O)Nc3ccc(F)cc3)n2)cc1,-3%,-3%,9%,-18%,-2%,7%,44%,-1%,-4%,3%,1%
CC(=O)c1cccc(N2C(=NC(=O)CCc3ccccc3)SC3CS(=O)(=O)CC32)c1 (configuration not stated),2%,3%,-6%,8%,2%,-6%,13%,-2%,1%,2%,-10%
Cc1ccc(C(C)(C)C)c(SCC(=O)Nc2nnc(C)s2)c1,-1%,-1%,10%,-7%,1%,1%,7.1µM*,-17%,-2%,-1%,-6%
CN(C)/C=N/c1nc2nccc(-c3ccccn3)n2n1,-5%,-1%,1%,-10%,0%,6%,0%,-8%,-3%,3%,15%
CCC1CN(C(=O)N2CCC(C(=O)NCc3ccc(C)o3)CC2)c2cc(C)ccc2O1 (configuration not stated),-2%,-5%,-2%,-30%,5%&2%,-2%,29%,2%,-2%,-6%,-3%
Cc1ccc2cc(CN(C)C(=O)C3CCCO3)c(=O)[nH]c2c1 (configuration not stated),12%,?,18%,72%,-18%,1%,7%,21%,?,-1%,2%
CN(C)C(=O)/C(=C\c1ccc(-c2cccc([N+](=O)[O-])c2)o1)NC(=O)c1ccccc1,-9%,-12%,2%,5%,-12%,-2%,20%,-9%,-4%,3%,?
COc1ccc2c(ccn2S(=O)(=O)c2ccccc2)c1,3%,0%,5%,-8%,-3%,-2%,-20%[1.91 µM],-11%,-1%,12%,-7%
Cc1cc(OC(=O)c2ccc(S(=O)(=O)N(C)C)cc2)cc(=O)o1,-1%,1%,3%,5%,-1%,-8%,-2%,-6%,16%,3%,1%
CC1N(O)C(c2ccc(Cl)cc2Cl)N(O)C1(C)C (configuration not stated),-1%,-2%,-21%,-1%,-5%,-7%,-19%,-9%,0%,7%,-2%
COc1ccc(C2C(=O)N(C3CCCCC3)CC(=O)N2Cc2ccc3c(c2)OCO3)cc1 (configuration not stated),-2%,-3%,-11%,-10%,1%,-1%,4%,-4%,-1%,5%,-18%
CC(C)Oc1ccc(C(=O)NCc2ccco2)cc1,22%,12%,?,87%,2%[2.3 µM],-6%,29%,2%,27%,-6%,8%
O=S(=O)(Nc1ncccn1)c1ccc(NS(=O)(=O)c2cc(Cl)ccc2Cl)cc1,-3%,6%,2%,18%,?,1%,-6%,-10%,-3%,-2%,-12%
COc1cccc(-n2c(CN3CCN(c4cccc(C)c4)C(C)C3)nc3ccc([N+](=O)[O-])cc3c2=O)c1 (configuration not stated),0%,0%,-2%,-30%,0%,8%,-2%[10 µM],2%,-1%,0%,·
O=C1CC(c2ccccc2)CC(O)=C1C=NCCN1CCOCC1 (configuration not stated),-2%,-6%,-3%,-1%,0%,-3%,4%[0.365 µM],·,-3%,-1%,4%
O=C(Nc1ccccc1N1CCOCC1)c1ccco1,-10%,8%,1%,-4%,2%,3%,-14%,17%,1%,-1%,-3%
COC(=O)c1ccc(/C=C(\C#N)c2ccccn2)cc1,1.1µM*,2.6µM*,30%,?,2.4µM*,-5%,-10%,-3%,0.89µM*,?,28%
COC(=O)c1nc2nc(-c3cccs3)cc(C(F)(F)F)n2n1,-3%,0%,0%,9%,4%,-3%,26%,8%,-1%,-2%,?
COc1ccc(N2C(=O)C(C)C(Cc3ccc(C)cc3)C2=O)cc1 (configuration not stated),12%,-1%,·,5%,-1%,-4%,28%,-2%,13%,3%,3%
O=C(c1ccco1)N1CCN(S(=O)(=O)c2ccc3c(c2)CCN3C(=O)C2CCC2)CC1,-4%,0%,-15%,-13%,4%,5%,33%,1%,-3%,-7%,0%
Cc1cc(NC(=O)CSc2nc3cc(Cl)ccc3o2)no1,-5%,1%,0%,13%,2%,0%,13µM*,-22%,2%,-1%,0%
C=CCn1c(SCCOc2ccc(OC)cc2)nnc1C(C)NC(=O)c1ccc(OC)cc1 (configuration not stated),4%,-1%,-1%,-39%,-4%,-8%,24%,7%,1%,·,-16%
CCCNS(=O)(=O)c1cccc(C(=O)OCc2cc(=O)oc3cc(OC)ccc23)c1,0%,10%,29%,-42%,?,25%,-1%,12%,8%,-15%,108%[activator]
COCCN(CCOC)S(=O)(=O)c1ccc(C(=O)Nc2sc3c(c2C(N)=O)CCCCC3)cc1,28%,?,?,3%,0%,16%,?,?,?,15%,7%
CC(=O)NC(Cc1ccccc1F)C(=O)NC1CCN(C(=O)Nc2ccc(C)cc2)CC1 (configuration not stated),-1%,3%,3%,5%,6%,2%,10%,-1%,2%,-1%,-3%
